# Source: PubChem
# p53 reactivator: qHTS assay for re-activators of p53 using a Luc reporter. H1299 p53-A138V BP100-luciferase reporter, luminescence, 24 h. Potency, µM (doses to about 92.2 µM), for the others: top-dose activity change, positive = activation, most hits filed as activators. 0.063% of 320,000 active; further: potency means the concentration at half of the fitted maximal effect; % of control where 0% means no effect; nearly all actives have a fitted effect of over 45% in size
#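 p53-null H1299 cells stably carrying temperature-sensitive p53-A138V and a BP100-luciferase reporter were pinned with compounds (4-point, 1:5 series) and held 24 hrs at 37 deg C. Luminescence was read 10 min after detection reagent.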
# B2AR arrestin: qHTS assay of beta-arrestin-biased ligands of beta2-adrenergic receptor; Beta-2 adrenergic receptor (Homo sapiens), P07550; beta-arrestin recruitment to beta2AR, cell-based reporter; Potency, µM (titrated, usually from 46.1 µM), inactives show at the highest dose activation, actives largely listed as activators; 0.02% of 330,000 active;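 further: potency means the concentration at half of the fitted maximal effect; 0% = DMSO controls and full agonism = EC100 isoproterenol or metaproterenol; nearly all actives have a fitted effect of over 65% in size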
# PTAP TSG101 blk: qHTS Assay for Iinhibitors of HIV-1 Budding by Blocking the Interaction of PTAP/TSG101 | Tumor susceptibility gene 101 protein (Homo sapiens), Q99816 | Potency, µM (titrated, usually from 115 µM), for inactives: at the highest dose activity change, negative = inhibition, most hits filed as inhibitors | 340,000 tested, under 10 active | Fluorescence polarization, FITC-PTAP peptide / Tsg101 binding | AID 493005, 2010; active means well fitted inhibition curve with a large enough effect in the main read-out, with a control signal flat, not every such curve was filed as active; inconclusive means small, poorly fitted or top-dose-only effect, or effect the other way, or a change in a side signal; inactive means no such curve, though single readings can be large or run the other way; further: potency means the concentration at half of the fitted maximal effect; % of control where 0% means no effect
# Target sequence (Q99816 whole entry, looked up): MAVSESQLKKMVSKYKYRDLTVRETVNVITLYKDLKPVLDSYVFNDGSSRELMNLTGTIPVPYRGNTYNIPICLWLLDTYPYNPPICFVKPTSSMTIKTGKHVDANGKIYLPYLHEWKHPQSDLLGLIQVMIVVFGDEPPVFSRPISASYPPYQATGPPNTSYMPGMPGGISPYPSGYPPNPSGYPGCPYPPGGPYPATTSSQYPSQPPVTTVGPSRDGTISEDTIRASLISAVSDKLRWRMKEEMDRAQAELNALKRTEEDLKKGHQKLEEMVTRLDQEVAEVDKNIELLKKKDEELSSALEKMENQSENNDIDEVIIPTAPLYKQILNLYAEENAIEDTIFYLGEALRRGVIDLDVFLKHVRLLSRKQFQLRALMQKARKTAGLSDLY
#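 Steps: Tsg101 binding domain dispensed (10 uM final), compounds pinned in DMSO, FITC-labeled PTAP-motif peptide added (50 nM final); after 20 min binding at room temperature, polarization measured.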
# BRCA1 expr up: qHTS Assay to Identify Small Molecule Activators of BRCA1 Expression. MCF7-BRCA1-FFLuc reporter, luminescence, 48 h; response scale: scaled: vehicle 0%, 10 µM genistein 100%. Potency, µM (top dose mostly 46.1 µM), for inactives: top-dose activation, hits mostly activators. 1.1% of 380,000 active. AID 624202, 2012; further: potency means the concentration at half of the fitted maximal effect; nearly all actives have a fitted effect of over 80% in size; some results filed as inactive show a strong effect at the top dose
#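 Reporter cells (MCF7, BRCA1 promoter-firefly luciferase) received library compounds across a concentration series for 48 h. End-point luminescence was measured and concentration-effect curves derived after normalization.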
# uPA surface inh: qHTS for Inhibitors of Cell Surface uPA Generation | 0.31% of 330,000 active | Potency, µM (titrated, usually from 38.3 µM), for the others: at the highest dose activity change, negative = inhibition, most hits filed as inhibitors | AID 540303, 2011 | cell surface uPA generation assay, qHTS; active means well fitted inhibition curve with a large enough effect; inconclusive means small, poorly fitted or top-dose-only effect; inactive means no such curve, though single readings can be large or run the other way; tested in mouse RAW 264.7 cells; further: potency means the concentration at half of the fitted maximal effect; on the % scale 0 is the no-effect control and ±100 the full control effect; nearly all actives have a fitted effect of over 55% in size
# USP2a block: qHTS Assay for Inhibitors of Ubiquitin-specific Protease USP2a Using CHOP2 as the Reporter | AID 463254, 2010 | 0.01% of 330,000 active | USP2 core, Ub-CHOP2 coupled fluorogenic reporter, 485/531 | Potency, µM (doses to about 38.3 µM), for inactives: at the top dose activity change, negative = inhibition, actives largely listed as inhibitors;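 further: potency means the concentration at half of the fitted maximal effect; plate controls were DMSO wells for no effect and full inhibition by NEM control for full effect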
#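 Deubiquitinase activity read as fluorescence (485/531 nm) after Ub-CHOP2 cleavage activates the enterokinase reporter on its substrate; USP2 core 10nM, Ub-CHOP2 and substrate 25nM each, 30min compound preincubation then 60min RT; data normalized to NEM, curves fitted.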
# Integrin act MD: qHTS for Activators of Integrin-Mediated Alleviation for Muscular Dystrophy; alpha7betagal myoblasts, beta-gal FDG fluorescence, 48 h; Potency, µM (highest dose often 38.3 µM), inactives show at the top dose activation, actives largely listed as activators; 0.064% of 350,000 active; AID 624291, 2012;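 further: potency means the concentration at half of the fitted maximal effect; 100% = response of the positive control SU9516; nearly all actives have a fitted effect of over 60% in size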
#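 alpha7betagal+/- myoblasts (passage 13, 250/well) treated 48 h at 37C with compounds at 1:260 dilution of DMSO stock. Lysed, then beta-galactosidase activity read as FDG fluorescence (ex 480/em 540) after 30 min, with pre-read for autofluorescence.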
# Eya2 phos inh: qHTS Assay for Inhibitors of the Phosphatase Activity of Eya2 | Protein phosphatase EYA2 (Homo sapiens), O00167 | recombinant Eya2, OMFP fluorescence dephosphorylation (OMFP is methylfluorescein phosphate) | Potency, µM (series often up to 76.9 µM), for inactives: top-dose activity, negative = inhibition, most hits filed as inhibitors | 0.006% of 330,000 active; further: potency means the concentration at half of the fitted maximal effect; on the % scale 0 is the no-effect control and ±100 the full control effect
#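 Eya2 (0.2 uM) preincubated 10 min at ambient with compound, then OMFP substrate added at 50 uM; 10 min reaction in 50 mM HEPES pH 7.5, 50 mM NaCl, 5 uM MgCl2, 0.05% BSA, 1 mM DTT. Fluorescence read at Ex 485/Em 525 nm.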
# S-ASM inh: Inhibitors of Secretory Acid Sphingomyelinase (S-ASM): qHTS; AID 504937, 2011; 0.006% of 340,000 active; Potency, µM (series often up to 57.5 µM), for the others: at the top dose activity change, negative = inhibition, hits mostly inhibitors; placental ASM, HMU-PC fluorogenic substrate, 60 min; further: potency means the concentration at half of the fitted maximal effect
# Target sequence (P17405 47-631 limits assumed): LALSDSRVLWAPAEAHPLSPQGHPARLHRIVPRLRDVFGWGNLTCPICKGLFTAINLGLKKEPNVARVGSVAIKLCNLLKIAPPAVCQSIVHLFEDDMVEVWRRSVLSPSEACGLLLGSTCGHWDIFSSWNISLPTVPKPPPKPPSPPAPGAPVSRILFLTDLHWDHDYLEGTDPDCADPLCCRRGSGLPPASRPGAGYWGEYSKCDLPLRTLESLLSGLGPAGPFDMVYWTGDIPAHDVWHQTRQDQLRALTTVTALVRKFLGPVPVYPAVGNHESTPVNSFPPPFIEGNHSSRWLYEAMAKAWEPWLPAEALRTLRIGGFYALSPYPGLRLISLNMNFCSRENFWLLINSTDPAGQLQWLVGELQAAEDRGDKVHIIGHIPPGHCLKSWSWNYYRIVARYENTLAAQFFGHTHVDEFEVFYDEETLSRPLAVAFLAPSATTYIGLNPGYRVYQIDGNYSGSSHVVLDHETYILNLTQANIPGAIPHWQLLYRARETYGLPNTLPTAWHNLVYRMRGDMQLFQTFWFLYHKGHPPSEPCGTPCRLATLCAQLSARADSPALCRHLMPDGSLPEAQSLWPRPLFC
#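 Fluorogenic HMU-PC substrate (9 uM final) is turned over by placental ASM in 60 min at 37 C after a 10 min compound preincubation. Reaction ended by alkaline stop (pH 10), with fluorescence read at 386/447 nm.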
# ELG1 genotox: qHTS screen for small molecules that induce genotoxicity in human embryonic kidney (HEK293T) cells expressing luciferase-tagged ELG1; AID 504466, 2011; Potency, µM (doses to about 46 µM), for the others: at the top dose activity change, positive = activation, usual class: activators; HEK293T ELG1-luciferase reporter, luminescence, 16 h; 1.3% of 330,000 active; further: potency means the concentration at half of the fitted maximal effect; % of control where 0% means no effect; nearly all actives have a fitted effect of over 60% in size
#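 Screening used a luciferase reporter fused to human ELG1 in HEK293T cells. Luminescence was read on a CCD plate imager after 16 hr exposure and 30 min ONE-Glo incubation.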
# TRPV1 agonist: HTS Assay for Compounds that Act as Agonists of the Vanilloid Receptor 1; Transient receptor potential cation channel subfamily V member 1 (Homo sapiens), Q8NER1; TRPV1-expressing cells, Fluo-8 calcium influx, agonist mode; activation, % at 8.33 µM; 0.19% of 320,000 active; AID 540275, 2011; in the data active means activation above about 80%; inconclusive means between about 30% and that limit; further: 0% is about no effect
#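 Fluo-8 calcium influx in TRPV1-expressing cells, kinetic read (ex 480/em 520 nm). Compound added and read 3 min for agonist activity, followed by capsaicin at EC20 final and 2 min further read for enhancement.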
# Numbers without * were called inactive; ? = inconclusive; · = not tested or not shown; & = joins results of further samples; [ ] = another dose, or the depositor's remark. Unless noted, the call rests on the fitted dose curve; in most records, active means well fitted curve in the direction sought with a large enough effect; inconclusive means small, poorly fitted or top-dose-only effect, or another doubt; inactive means no such curve, though single readings can be large; an effect the other way counts as inactive or inconclusive.
SMILES,p53 reactivator,B2AR arrestin,PTAP TSG101 blk,BRCA1 expr up,uPA surface inh,USP2a block,Integrin act MD,Eya2 phos inh,S-ASM inh,ELG1 genotox,TRPV1 agonist
CCOC(=O)C(C)Sc1nnc2c3ccccc3n(C)c2n1 (stereo not drawn),·,-0.4%,-7%,-21%,-4%,0%,11%,6%,-1%,2%,1
O=C1CC(C2CCCO2)C(=O)N1c1ccccc1 (stereo not drawn),1%,-1.2%,-6%,4%,1%,-1%,1%,-1%,3%,-2%,1
Cc1ccc(NC(=S)N(CCCN2CCOCC2)Cc2ccco2)cc1Cl,0%,-2.2%,5%,-13%,-12%,1%,-14%,-1%,3%,-1%,15
Cc1ccc(C)c(OCc2cc(C(=O)N(C)Cc3nccn3C)no2)c1,4%,0.1%,-3%,17%,2%,-1%,-10%,-1%,-1%,-5%,5
COc1ccc(C2C(C#N)=C(N)OC3=C2C(=O)CC(C)(C)C3)cc1Cn1nc(C)c([N+](=O)[O-])c1C (stereo not drawn),-11%,-1.0%,2%,5%,-4%,1%,10%,5%,1%,3%,-1
COc1ccc(CN(C)C(=O)Cn2cc(C)c(=O)[nH]c2=O)cc1OC,·,·,-7%,0%,-15%,·,12%,·,5%,·,·
Cc1ccc(C)c(N2CCN(S(=O)(=O)c3cc4c(cc3Cl)NC(=O)CO4)CC2)c1,5%,0.4%,1%,-4%,4%,-2%,-4%,4%,-1%,0%,-1
COc1ccccc1NC(=O)c1sc(Cl)nc1C,-62%[inhibitor],-0.4%,-2%,-34%,?,1%,-33%,15%,-2%,-2%,-4
COCCCNc1nc2c(c(=O)n(Cc3ccc(F)cc3)c(=O)n2C)n1C,2%,-0.8%,-3%,-7%&15%,8%,1%,-48%[inhibitor],4%,-1%,-7%,13
CCC(C)[C@H]1CNC(=O)C(=O)N1CCCc1cc(OC)c(OC)c(OC)c1 (stereo partly drawn),-1%,-0.4%,-6%,0%,12%,2%,-8%,-1%,2%,3%,1
Cc1ccc(C(=O)NCC(=O)OCCCn2c(=O)[nH]c3ccccc32)cc1,-10%,0.2%,-1%,4%,2%,4%,-12%,-31%,1%,2%,2
CCOC(=O)C1CCCN(C(=O)Nc2cccc(Cl)c2)C1 (stereo not drawn),-3%,0.0%,-3%,16%,-6%,-3%,-4%,-4%,-4%,-2%,30
COc1ccc(-c2nnc(NC(=O)c3ccc(S(=O)(=O)N4CCc5ccccc5C4)cc3)o2)cc1,-16%,3.9%,-4%,-86%[inhibitor],-6%,-1%,-14%,8%,0%,-8%,4
NNC(=S)Nc1c(F)cc(F)cc1Br,-2%,-0.3%,2%,0%,0%,-1%,-7%,20%,-2%,-1%,6
N#Cc1ncc(-c2ccc3c(c2)OCCOCCOCCOCCO3)nc1C#N,26%,-0.5%,-4%,-47%,-7%,4%,-1%,3%,-3%,12%,1
CC(=O)c1ccc(OCC(C)C)c(Cc2c(O)nc(N)[nH]c2=O)c1,-2%,0.4%,1%,-7%,-3%,-1%,5%,-15%,0%,1%,-1
CCOC(=O)c1cnc2sccn2c1=O,1%,-0.3%,-5%,-6%,-2%,1%,4%,-9%,1%,2%,2
C=Cc1ccc(COC(=O)c2cn(CC)c3nc(C)ccc3c2=O)cc1,1%,-1.0%,-9%,-10%,1%,-1%,-11%,10%,-2%,0%,6
CC(C)Oc1ccc(C(=O)NC2CCCCC2)cc1,25%,-0.4%,-3%,4.5µM*,-12%,1%,-17%,8%,2%,18µM*,?
CN(Cc1ccccc1)C(=O)Nc1ccccc1,·,·,-4%,5%,·,·,0%,·,9%,·,0
Cc1cc(S(=O)(=O)NCCCN2CCOCC2)ccc1F,-1%,-0.5%,0%,9%,4%,2%,2%,-9%,0%,0%,-1
CCOCCCNC(=O)CN1CCN(S(=O)(=O)c2ccc3c(c2)CCC3)CC1,7%,-0.3%,-1%,0%,-4%,-2%,17%,-3%,4%,-3%,-3
O=C(Nc1ccc(Cl)cc1)N1N=CCC1c1ccccc1 (stereo not drawn),4%,0.1%,-7%,16%,6%,-1%,33%,4%,2%,1%,10
Cc1ccc(C(C(=O)NC2CCCCC2)N(CC2CCCO2)C(=O)CNC(=O)c2cccs2)cc1 (stereo not drawn),-5%,-0.4%,-5%,-39%,-9%,0%,-1%,-1%,-1%,3%,0
c1cncc(-c2nc(NCc3ccc4c(c3)OCO4)c3ccccc3n2)c1,-6%,-0.3%,2%,-34%,17%,2%,-34%,4%,-1%,-9%,3
CC(=O)N1CCC(=NNS(=O)(=O)c2cccc([N+](=O)[O-])c2)CC1,-4%,0.6%,-1%,3%,2%,1%,5%,-6%,-2%,0%,-2
Cc1ccc(C(=O)NCC(=O)OCC(=O)Nc2ncc(C(F)(F)F)cc2Cl)cc1,-3%,0.0%,3%,-18%,3%,1%,23%,-5%,2%,-1%,1
COc1ccc(S(=O)(=O)N2CCN(c3nc(C)cc(C)n3)CC2)cc1,-5%,-0.8%,1%,7%,-3%,3%,-38%,1%,0%,2%,7
CN(CCCC1CCCC1)C(=O)c1cc(COc2ccc(F)cc2F)on1,17%,-0.6%,-4%,3%,-12%,-7%,1%,-20%,-5%,4%,28
Nc1cc(N)cc(-c2nc3ccccc3[nH]2)c1,12%,0.2%,-7%,-25%,-3%,-14%,13%,-24%,15%,?,-1
CCCCn1c(SCc2ccc(Cl)cc2)nc2c1c(=O)[nH]c(=O)n2C,-11%,-0.4%,-7%,-40%,-19%,1%,10%,0%,-19%,12%,9
CCOc1nc(NCCN2CCOCC2)nc(Nc2ccc(C)cc2)n1,0%,-0.3%,0%,2%,7%,2%,-7%,6%,-1%,4%,?
CCOC(=O)c1ccc(NC(=S)N2CCN(C)CC2)cc1,?,0.2%,-4%,0%,-2%,0%,0%,-12%,-1%,13%,0
CCOC(=O)N1CCN(C(=O)/C(=C/c2ccc(OC)cc2)NC(=O)c2ccccc2)CC1,-8%,0.2%,-4%,15%,-4%,-1%,20%,-8%,-2%,2%,-2
Cc1cc(-c2ccc(S(=O)(=O)N3CCN(C)CC3)s2)on1,0%,-0.5%,-3%,-20%,1%,4%,5%,-3%,-2%,1%,1
Cc1ccc(C(=O)NCCNc2ccc(Cl)cc2[N+](=O)[O-])o1,-2%,0.0%,-6%,0%,·,-1%,-7%,-16%,-10%,-5%,?
COC(=O)c1ccc(C(=O)OC)c(NC(=S)N2CCC(N3CCCCC3)CC2)c1,2%,-0.1%,-4%,4%,-83%,0%,-13%,16%,36%[activator],3%,-1
COC(=O)C1=C(C)N(Cc2ccco2)C(=O)N[C@@H]1c1ccc(Br)cc1,·,·,0%,13%,-10%,·,20%,·,9%,·,·
CN(C)c1ccc(NC(=O)CN2C(=O)CC(c3ccccc3)=Nc3ccccc32)cc1,?,0.2%,-3%,-21%,3%,2%,-25%,-5%,0%,-1%,1
COCCNC(=O)c1onc(CSc2ccccc2)c1C(=O)NCCOC,-1%,-0.1%,4%,13%,15%,0%,14%,12%,-4%,6%,-5
Cc1ccccc1NC(=O)COc1cccc2c1CCNC2=O,-7%,0.1%,-1%,-18%,0%,5%,-12%,-10%,-1%,7%,-3
CCOC(=O)c1c(C)c(C(=O)NCc2cccnc2)c(C)n1C,2%,0.5%,-4%,-6%,·,2%,10%,8%,2%,-5%,2
COC(=O)c1ccc(C2CC(=O)Nc3cc(OC)c(OC)cc32)cc1 (stereo not drawn),-6%,-0.3%,-7%,-5%,-7%,1%,0%,4%,1%,3%,1
CSC(=Nc1ccccc1)C1=C(O)COC1=O,6%,0.0%,-1%,-29%,-2%,1%,11%,1%,0%,1%,-3
COc1ccc(C)cc1NC(=O)CN(c1ccc(F)cc1)S(C)(=O)=O,1%,0.2%,-2%,-3%,7%,-2%,0%,14%,0%,2%,4
